High-throughput results as filed in PubChem BioAssay.
HCV inh – HCV inhibition; Huh7.5.1 HCVcc-Cre infection, luciferase reporter, 44 h; Potency, µM (series often up to 41.8 µM), for inactives: at the top dose activity change, negative = inhibition, actives largely listed as inhibitors; actives 3.4% (n = 340,000)
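Luciferase read-out (15 sec integration) after a 15 min room-temperature substrate step quantifies HCVcc-Cre infection. Cells, 1,000 per well, had compound added 4 h post-plating, then virus at ~0.5 moi, and were cultured 44 h.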
Pf growth 96h – P. falciparum growth inhibition at 96 hour, primary screen for plastid delayed-death inhibitors. AID 504834. actives 6.9% (n = 320,000). P. falciparum luciferase reporter growth, 96 h. Potency, µM (highest dose often 28.7 µM), for inactives: at the highest dose activity change, negative = inhibition, most hits filed as inhibitors
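Compounds incubated with erythrocytes infected by luciferase-expressing P. falciparum (2% hematocrit, 0.05% parasitemia final) for 96 hours, 37 C in 5% CO2. Growth inhibition scored as decreased luciferase luminescence.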
Sm TGR block – inhibitors of Schistosoma mansoni thioredoxin glutathione reductase; actives 3% (n = 360,000); Potency, µM (highest dose often 114 µM), inactives show at the highest dose activity change, negative = inhibition, most hits filed as inhibitors; AID 485364; purified TGR, DTNB reduction, TNB absorbance 405 nm; note: nearly all actives have a fitted effect of over 60% in size
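Kinetic colorimetric format: TGR-catalysed, NADPH-driven DTNB reduction monitored via TNB absorbance. Enzyme dispensed at 20 nM; compound exposure 15 min at room temperature before reaction start.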
Tb PYK inh – blocks Trypanosoma brucei pyruvate kinase; Potency, µM (series often up to 76.8 µM), for the others: at the top dose activity, negative = inhibition, usual class: inhibitors; actives 0.12% (n = 410,000); Q57TT1; TbPYK enzyme, Kinase-Glo Plus ATP luminescence, 45 min; note: nearly all actives have a fitted effect of over 50% in size
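Enzyme and substrate buffer are dispensed first and compound is pin-transferred. ADP at 130 uM final then starts the reaction, which runs 45 min at room temperature. Detection reagent is added for 10 min before luminescence is imaged.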
Pf growth 48h – P. falciparum growth inhibition at 48 hours (one generation) | actives 5.9% (n = 310,000) | Potency, µM (top dose mostly 28.7 µM), for inactives: at the highest dose activity change, negative = inhibition, usual class: inhibitors | P. falciparum luciferase growth in erythrocytes, 48 h
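Erythrocytes infected with P. falciparum carrying an integrated firefly luciferase reporter (2% hematocrit, 0.1% parasitemia final) were exposed to compounds in RPMI 1640 with 0.5% Albumax at 37 C, 5% CO2. Growth inhibition was scored as reduced luminescence.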
LmPK inhibitor – blocks Leishmania mexicana pyruvate kinase activity | Q27686 | purified LmPK, Kinase-Glo ATP luminescence, 1 h | Potency, µM (highest dose often 57.5 µM), inactives show at the highest dose activity change, negative = inhibition, usual class: inhibitors | actives 0.37% (n = 290,000) | AID 1721
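ATP generated from ADP (0.1 mM) and PEP (0.5 mM) by 0.1 nM LmPK over 1 h at room temperature (pH 7.2 imidazole buffer) was detected by coupled luciferase luminescence. Values were normalized to uninhibited and no-enzyme wells.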
Numbers without * were called inactive; u = inconclusive; x = no result given; & = joins results of further samples; ! = a repeat was not active; [ ] = another dose, or the depositor's remark. Calls come from the whole dose curve; as a rule, active = well fitted curve in the direction sought with a large enough effect; inconclusive = small, poorly fitted or top-dose-only effect, or another doubt; inactive = no such curve, though single readings can be large; an effect the other way counts as inactive or inconclusive. % is set by controls: 0 for no effect and ±100 for the full control effect; potency is the fitted concentration of half-maximal effect.

Keys – A = HCV inh; B = Pf growth 96h; C = Sm TGR block; D = Tb PYK inh; E = Pf growth 48h; F = LmPK inhibitor
Cc1ccc(C(=O)NNC(=O)C2CCN(Cc3ccccc3)CC2)cc1
  A = -12%; B = 30%[activator]; C = -3%; D = 2%; E = 4%; F = -1%

CNC(=O)c1c(I)c(C(=O)NCC(=O)Nc2c(I)c(C(=O)O)c(I)c(C(=O)NCCO)c2I)c(I)c(N(C)C(C)=O)c1I
  A = 11%; B = -1%&4%; C = 1%; D = 5%&1%; E = -22%&-7%; F = x

CCOc1ncccc1C(=O)OCc1csc(CC(=O)Nc2ccccc2C)n1
  A = -24%; B = u; C = -6%; D = 5%; E = u; F = x

O=C(O)/C=C/C(=O)N1N=C(c2ccco2)CC1c1ccco1 (stereo unspecified)
  A = 21%; B = 0%; C = u; D = -1%; E = 6%; F = 0%

CCCCn1c(N)c(N(CCOC)C(=O)c2cccc(OCc3ccccc3)c2)c(=O)[nH]c1=O
  A = 5%; B = -15%; C = 1%; D = 1%; E = u; F = x

COc1ccc(CCNC(=O)C2CCN(C(=O)c3ccc([N+](=O)[O-])cc3)CC2)cc1
  A = 13%; B = -14%; C = 5%; D = -3%; E = -37%[5.75 µM]; F = 3%

CC(C)c1ccc2oc3nc(N)c(C(=O)O)cc3c(=O)c2c1
  A = x; B = 10%; C = 5%; D = u; E = u; F = 7.1µM*

COc1ccc(CC(=O)OC(C)C(=O)Nc2ccc(S(N)(=O)=O)cc2)cc1 (stereo unspecified)
  A = -2%; B = 37%[activator]; C = 4%; D = -12%; E = 6%; F = x

O=C(Nc1ccccc1)c1cc([N+](=O)[O-])ccc1NC1CCCCC1
  A = u; B = u; C = 9%; D = 0%; E = 8.3µM*; F = 5%

COC(=O)c1ccccc1NC(=S)NC(=O)C1CCCCC1
  A = 17%; B = 30%; C = u; D = -5%; E = 10%; F = 4%

CC(C)n1c(CN2CCN(C(=O)c3ccco3)CC2)nc2c1c(=O)n(C)c(=O)n2C
  A = 0%; B = 15%; C = 4%; D = -14%; E = 106%[activator]; F = 1%

Cc1cccc(NC(=S)N=Nc2c(O)n(C)c3ccc(S(=O)(=O)N4CCOCC4)cc23)c1
  A = 1.6µM*!; B = 2.3µM*; C = 5%; D = -6%; E = 8.3µM*; F = 3%

COCCn1c(=O)[nH]c2cc(C(=O)OC)ccc2c1=O
  A = 12%; B = u; C = 6%; D = 4%; E = 42%[activator]; F = 0%

CCOc1ccc(CNS(=O)(=O)c2c(C(=O)N3CCCC3)c(C)n(C)c2C)cc1OC
  A = 20%; B = -20%; C = 3%; D = 3%; E = 0%; F = 3%

COc1cc(OC)cc(C(=O)Nc2ccc3c(c2)OCCO3)c1
  A = -1%; B = u; C = -17%&13%; D = u; E = 126%[activator]; F = u

COc1ccc(-n2c(=S)[nH]c3cc(C(=O)Nc4cccc(C)c4)ccc3c2=O)cc1
  A = 13%; B = u; C = -9%; D = -2%; E = 13%; F = 4%

CCCN(CCC)S(=O)(=O)c1ccc(C(=O)Nc2nnc(COC)o2)cc1
  A = -3%; B = -1%; C = 0%; D = -2%; E = 15µM*; F = 6%

O=C(NCCCN1CCCC1=O)c1cccs1
  A = 25%; B = 53%[activator]; C = -8%; D = -6%; E = 6%; F = -2%

CCn1c(CNC(=O)c2ccccc2F)cc2cc(C)ccc21
  A = -13%; B = 297%[activator]; C = -3%; D = 4%; E = u; F = -4%

CCOC(=O)Oc1ccc(/C=C2\N=C(C)OC2=O)cc1
  A = 15%; B = 10%; C = 13µM*; D = -9%; E = 28%; F = 1%

O=C(Nc1ccc(F)cc1)Nc1ccc(NC(=O)c2ccccc2O)cc1
  A = -75%; B = 0%; C = 6%; D = -11%; E = 12µM*; F = 4%

O=C(NCc1ccc2c(c1)OCO2)C1CCC(CNc2c(N3CCCCC3)c(=O)c2=O)CC1 (stereo unspecified)
  A = u; B = u; C = -21%; D = 2%; E = u; F = 2%

CCCC(Oc1ccc(Br)cc1)c1nc2c3cc(OC)c(OC)cc3nc(=S)n2[nH]1 (stereo unspecified)
  A = u; B = -27%; C = 6%; D = -4%; E = u; F = 16%

Cc1ccc(NC(=O)NCCCN2CCCC2=O)cc1
  A = 0%; B = -21%; C = -1%; D = -2%; E = x; F = 7%

COCCN1C=C(C(=O)OC)C(c2ccc3c(c2)OCO3)C(C(=O)OC)=C1
  A = -27%; B = -17%; C = -13%; D = 0%; E = u; F = -10%

CCOC(=O)Cn1nc(C)n(-c2ccc(C(C)C)cc2)c1=O
  A = 4%; B = 21%; C = 7%; D = 0%; E = 49%[activator]; F = -4%

Cc1ccccc1N(CC(=O)NCc1ccc2c(c1)OCO2)C(=O)C1CSC(=O)C1 (stereo unspecified)
  A = -9%; B = 29%; C = 5%; D = 2%; E = -8%; F = -7%

Cc1nc(SCc2ccccc2)n[nH]1
  A = -18%; B = 7%; C = 10%; D = 4%; E = 42%[activator]; F = -8%

CC(C)NC(=O)NC(=O)CSc1nnc(COc2ccccc2Cl)o1
  A = 7%; B = 0%; C = 0%; D = 0%; E = 4%; F = 1%

O=C(CSc1nnc(-c2ccc(O)cc2)o1)Nc1cccc(O)c1
  A = 3%; B = u; C = -13%; D = 1%; E = 27%; F = 2%

CCN(c1ccccc1)c1cc2ccccc2c(=O)[nH]1
  A = -18%; B = 4%; C = -10%; D = -11%; E = u; F = 4%

CCCc1nnc(SCC(=O)Nc2ccc(C(=O)OCC)cc2)o1
  A = 11%; B = 0.15µM*; C = -32%; D = 0%; E = u; F = -2%

COC(=O)CN1C(=O)[C@H]2[C@@H](c3ccc(C)o3)N3C(=O)CN(Cc4ccccc4)C(=O)[C@@]3(C)[C@H]2C1=O
  A = 13%; B = 48%[activator]; C = 22µM*; D = -28%; E = 17%; F = -5%

CCCSc1nnc(NC(=O)Nc2ccc(F)cc2)s1
  A = u; B = 0%; C = 89µM*; D = 0%; E = u; F = -4%

c1ccc2c(c1)OCC(c1nn3c(Cn4nnc5ccccc54)nnc3s1)O2 (stereo unspecified)
  A = 16%; B = -10%; C = 1%; D = u; E = u; F = 6%

COC(=O)c1cc(COc2ccc3c(c2)oc(=O)c2ccccc23)c(C)o1
  A = u; B = 14%; C = 3%; D = 2%; E = 33%[activator]; F = -2%

CC1=NN(c2ccc(C)c(C)c2)C(=O)C1C(c1cccc(O)c1)C1C(=O)N(c2ccc(C)c(C)c2)N=C1C (stereo unspecified)
  A = -6%; B = 14%; C = 4%; D = -14%; E = 21%; F = -5%

Cn1c(=O)c2[nH]c(SCc3ccccn3)nc2n(C)c1=S
  A = x; B = u; C = 12%; D = x; E = 14%; F = 0%

CCn1cc(CN2CCCC(CNS(=O)(=O)c3cccc4cccnc34)C2)cn1 (stereo unspecified)
  A = -14%; B = -15%; C = -17%; D = 3%; E = 10%; F = -1%

CCC(=O)Nc1cc(-c2cc3ccccc3oc2=O)ccc1OC
  A = u; B = 2.9µM*; C = 1%; D = -3%; E = 85%[activator]; F = -2%

Oc1[nH]c2ccccc2c1C1=NCCCCC1
  A = -4%; B = u; C = -1%; D = -7%; E = 47%[activator]; F = 2%

c1ccc2c(CCNc3ncnc4nc[nH]c34)c[nH]c2c1
  A = 7.1µM*; B = u; C = -15%; D = 0%; E = 11%; F = 3%

N#Cc1ccc(Oc2nc(C(N)=O)cc(-c3ccccc3)n2)cc1
  A = -4%; B = 91%[activator]; C = -1%; D = 4%; E = 28%; F = 1%

O=C(/C=C/c1cccs1)N1CCN(c2ccccc2F)CC1
  A = -10%; B = -6%; C = 7%; D = 2%; E = -1%; F = -4%

CCOc1ccc(CCNC(=O)c2ccc(CS(=O)Cc3ccc(Cl)cc3)o2)cc1OCC (stereo unspecified)
  A = 2.5µM*; B = u; C = -30%; D = 8%; E = -9%; F = 5%

CCCC/S(CC1CC1(Cl)Cl)=N\S(=O)(=O)c1ccc(C)cc1 (stereo unspecified)
  A = 13%; B = x; C = 1%; D = 2%; E = 7%; F = 4%

Cc1ccc(-c2cc(N)nc(-c3ccccc3)c2)cc1
  A = u; B = -21%; C = -5%; D = -9%; E = -15%; F = 2%

O=[N+]([O-])c1ccccc1NCCOc1ccccc1
  A = 1%; B = 31%[activator]; C = -2%; D = 0%; E = 76%[activator]; F = -10%

O=C(COc1ccc(S(=O)(=O)NC2CCCCC2)cc1)NC1CCCCC1
  A = 1%; B = u; C = 8%; D = -5%; E = 15µM*; F = 4%

CC(=O)C1=C(C)NC(SCC(=O)c2ccc(Cl)cc2)=C(C#N)C1CC(C)C (stereo unspecified)
  A = -10%; B = x; C = u; D = -29%; E = u; F = -1%

4 compounds drawn at random from those above, as already listed:
Keys – A = HCV inh; B = Pf growth 96h; C = Sm TGR block; D = Tb PYK inh; E = Pf growth 48h; F = LmPK inhibitor
COc1cc(OC)cc(C(=O)Nc2ccc3c(c2)OCCO3)c1
  A = -1%; B = u; C = -17%&13%; D = u; E = 126%[activator]; F = u

Cc1ccc(C(=O)NNC(=O)C2CCN(Cc3ccccc3)CC2)cc1
  A = -12%; B = 30%[activator]; C = -3%; D = 2%; E = 4%; F = -1%

CCOC(=O)Oc1ccc(/C=C2\N=C(C)OC2=O)cc1
  A = 15%; B = 10%; C = 13µM*; D = -9%; E = 28%; F = 1%

CCCCn1c(N)c(N(CCOC)C(=O)c2cccc(OCc3ccccc3)c2)c(=O)[nH]c1=O
  A = 5%; B = -15%; C = 1%; D = 1%; E = u; F = x

Continued.
Keys – A = HCV inh; B = Pf growth 96h; C = Sm TGR block; D = Tb PYK inh; E = Pf growth 48h; F = LmPK inhibitor
Cc1ccc(-c2nc(=S)c3c(n2CCN2CCOCC2)CC(C)(C)OC3)cc1
  A = 22%; B = x; C = -5%; D = -3%; E = 2%; F = -2%

CCC(=O)N1CCN(c2ccc(NC(=S)NC(=O)c3ccc(OC)c([N+](=O)[O-])c3)cc2)CC1
  A = u; B = u; C = x; D = 1%; E = -23%; F = 3%

FC(F)(F)c1cc(Oc2ccccc2Cl)nc(-c2ccccn2)n1
  A = u; B = 42%[activator]; C = 3%; D = 4%; E = 37%[activator]; F = 0%

CC(C)N1CCN(Cc2cc3c(cc2Cl)OCO3)CC1CCO (stereo unspecified)
  A = u; B = 59%[activator]; C = -5%; D = -3%; E = -6%; F = -1%

COc1cnc(-c2ccccn2)nc1N(C)C
  A = u; B = 2.3µM*; C = -3%; D = 10%; E = 4.1µM*; F = 1%

COCCN(CC1CCCN(C2Cc3ccccc3C2)C1)C(=O)c1ccc(C(C)=O)cc1 (stereo unspecified)
  A = 6%; B = 49%[activator]; C = u; D = -2%; E = u; F = -2%

Record cards, from the list above. Values in the order: HCV inh, Pf growth 96h, Sm TGR block, Tb PYK inh, Pf growth 48h, LmPK inhibitor
CCC(=O)Nc1cc(-c2cc3ccccc3oc2=O)ccc1OC is listed as u, 2.9µM*, 1%, -3%, 85%[activator], -2%
CCCC(Oc1ccc(Br)cc1)c1nc2c3cc(OC)c(OC)cc3nc(=S)n2[nH]1 (stereo unspecified) is listed as u, -27%, 6%, -4%, u, 16%
